Screening results deposited in PubChem BioAssay by National Center for Advancing Translational Sciences (NCATS).
TrxR1 inh: qHTS Assay for Inhibitors of Mammalian Selenoprotein Thioredoxin Reductase 1 (TrxR1): qHTS; AID 588453, 2011; 390,000 compounds, 1% hits; recombinant rTrxR1, NADPH fluorescence consumption, selenite substrate; Potency, µM (highest dose often 114 µM), inactives show at the highest dose activity change, negative = inhibition, actives largely listed as inhibitors; note: potency is the fitted concentration of half-maximal effect; % is set by controls: 0 for no effect and ±100 for the full control effect; nearly all actives have a fitted effect of over 65% in size
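Rat TrxR1 (90 nM in the dispensed reagent) was pre-reduced with 400 uM NADPH for 5 min at room temperature, then incubated with compound for 15 min. After 400 uM selenite was added, NADPH fluorescence (Ex 340/Em 450 nm) was followed for 8 min.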
mIDH1 inhibitor: qHTS for Inhibitors of mutant isocitrate dehydrogenase 1 (IDH1): qHTS. Isocitrate dehydrogenase [NADP] cytoplasmic (Homo sapiens), O75874. IDH1-R132H enzyme, NADPH consumption, diaphorase/resazurin fluorescence. Potency, µM (titrated, usually from 76.6 µM), for the others: top-dose activity change, negative = inhibition, usual class: inhibitors. 390,000 compounds, 0.093% hits. AID 602179, 2012; note: potency is the fitted concentration of half-maximal effect; % is set by controls: 0 for no effect and ±100 for the full control effect; nearly all actives have a fitted effect of over 65% in size
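IDH1-R132H (0.5 ug/mL) preincubated 30 min with compound, then NADPH (0.016 mM) and alpha-KG (2 mM) added; 80 min at RT, pH 7.5. Remaining NADPH coupled via diaphorase/resazurin to fluorescence (540/590 nm); concentration-response curves normalized to no-enzyme control.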
PI4K2A block: qHTS for small molecular inhibitors of PI4K2A; Phosphatidylinositol 4-kinase type 2-alpha (Homo sapiens), Q9BTU6; purified PI4K2A, ADP-Glo luminescence, 1 h; stronger effect = lower value; 420,000 compounds, 0.13% hits; activity change, negative = inhibition, % at 76.9 µM; in the data active = activity change below about -50%; inconclusive = mostly about -30% to -49%;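 note: -100% = wells without enzyme as full effect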
Target sequence (Q9BTU6 whole entry, looked up): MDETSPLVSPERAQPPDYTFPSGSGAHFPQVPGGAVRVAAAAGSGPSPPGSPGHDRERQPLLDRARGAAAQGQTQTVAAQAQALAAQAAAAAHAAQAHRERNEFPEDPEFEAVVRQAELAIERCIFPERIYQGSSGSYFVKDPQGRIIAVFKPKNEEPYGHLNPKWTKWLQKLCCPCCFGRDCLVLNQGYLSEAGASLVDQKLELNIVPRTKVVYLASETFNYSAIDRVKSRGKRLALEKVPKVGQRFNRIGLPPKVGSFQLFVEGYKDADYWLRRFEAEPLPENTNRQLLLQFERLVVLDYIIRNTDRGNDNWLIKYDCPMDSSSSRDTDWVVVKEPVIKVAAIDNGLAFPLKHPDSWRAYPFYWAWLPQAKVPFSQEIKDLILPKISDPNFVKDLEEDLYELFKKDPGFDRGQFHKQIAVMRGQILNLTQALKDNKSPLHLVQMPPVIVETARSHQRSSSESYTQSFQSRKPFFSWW
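Compounds are screened against recombinant PI4K2A using PI as substrate and ATP, the latter dispensed at 300 microM. Reactions run one hour at ambient temperature before ADP-Glo detection; full inhibition defined by wells lacking enzyme.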
D2 ag: HTS Assay for Allosteric Agonists of the Human D2 Dopamine Receptor: Primary Screen for Agonists; D(2) dopamine receptor (Homo sapiens), P14416; HEK293 T-REx D2 cells, calcium flux agonist mode; activation, % at 2 µM; 340,000 compounds, 0.53% hits; AID 485358, 2010;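 active = activation over 3 SD above normal in the single-dose calcium agonist read, cut at about 30% in these data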; note: 0% is about no effect
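HEK293 Trex D2 cells, tetracycline-induced, o/n 30 C 5% CO2; no-wash Ca dye, RT 30–90 min; 10-cycle baseline, 23 nl cpd added, kinetic Ca read 180 s; agonist hits = positive Ca response.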
D2 antagonist: HTS Assay for Allosteric Antagonists of the Human D2 Dopamine Receptor: Primary Screen for Antagonists | D(2) dopamine receptor (Homo sapiens), P14416 | HEK293 TREx D2 cells, calcium flux, dopamine EC80 | inhibition, % at 10 µM | 340,000 compounds, 2% hits | AID 485344, 2010; in the data active = inhibition above about 30%; note: 0% is about no effect
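Calcium flux kinetic readout in an inducible HEK293 TREx D2 line plated overnight at 30 C. After 180 s compound exposure, an EC80 dopamine challenge follows with another 180 s kinetic read to detect antagonism.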
TRHR PAM: qHTS for Small Molecule Agonists and Allosteric Enhancers of Human TRH Receptor: Primary Screen for Enhancers; Thyrotropin-releasing hormone receptor (Homo sapiens), P34981; TRHR cells, fluo-8 calcium fluorescence, EC20 TRH enhancement; enhancement, % at 2 µM; 360,000 compounds, 0.66% hits; in the data active = enhancement above about 30%; note: 0% is about no effect
Target sequence (P34981 whole entry, looked up): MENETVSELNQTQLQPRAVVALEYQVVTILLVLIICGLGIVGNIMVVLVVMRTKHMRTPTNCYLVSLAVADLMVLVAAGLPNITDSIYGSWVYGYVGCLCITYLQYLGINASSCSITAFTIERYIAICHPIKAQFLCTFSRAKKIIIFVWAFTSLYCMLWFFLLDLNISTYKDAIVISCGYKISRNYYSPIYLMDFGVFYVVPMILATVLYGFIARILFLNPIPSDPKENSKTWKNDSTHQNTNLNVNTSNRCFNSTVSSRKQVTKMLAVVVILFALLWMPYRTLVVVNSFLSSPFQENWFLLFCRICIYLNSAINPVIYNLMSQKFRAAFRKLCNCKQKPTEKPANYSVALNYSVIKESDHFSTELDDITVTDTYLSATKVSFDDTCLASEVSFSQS
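Enhancer read-out: after compound pinning and an initial kinetic agonist-mode read, an EC20 of TRH (10 nM final) was injected and fluo-8 calcium signal (Ex 480/Em 530) followed at 1 s/cycle for 100 cycles in TRHR-expressing cells.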
TRHR ag: qHTS for Small Molecule Agonists and Allosteric Enhancers of Human TRH Receptor: Primary Screen for Agonists | activation, % at 2 µM | 360,000 compounds, 0.18% hits | TRHR cells, calcium flux fluo-8, FDSS agonist mode | AID 493084, 2011; in the data active = activation above about 30%; note: 0% is about no effect
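In this calcium-flux screen, cells bearing human TRHR are dye-loaded with fluo-8, baselined for 10 cycles, then exposed to library compounds; positive kinetic calcium responses during the agonist phase mark hits, with TRH as control.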
USP1 inh: Inhibitors of USP1/UAF1: Primary Screen; Ubiquitin carboxyl-terminal hydrolase 1 (Homo sapiens), O94782; recombinant USP1/UAF1, Ub-Rhodamine cleavage fluorescence; Potency, µM (top dose mostly 57.1 µM), for the others: at the top dose activity change, negative = inhibition, hits mostly inhibitors; AID 743255, 2014; 390,000 compounds, 0.23% hits; note: potency is the fitted concentration of half-maximal effect; % is set by controls: 0 for no effect and ±100 for the full control effect; nearly all actives have a fitted effect of over 60% in size; inactives centre near -12
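1 nM enzyme complex + cpd, 15 min RT; start with Ub-Rho 150nM final; kinetic fluorescence ex 480/em 540, 6 reads q60 s. Buffer 50mM HEPES pH 7.8, 0.5mM EDTA, 0.1 mg/ml BSA, 1mM TCEP, 0.01% Tween-20.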
TrxR1 substrate: qHTS Assay for Substrates of Mammalian Selenoprotein Thioredoxin Reductase 1 (TrxR1): qHTS | Potency, µM (series often up to 114 µM), for inactives: at the top dose activity change, negative = substrate turnover | 390,000 compounds, 0.01% hits | Thioredoxin reductase 1, cytoplasmic (Rattus norvegicus), O89049 | purified TrxR1 substrate turnover, NADPH consumption readout; note: potency is the fitted concentration of half-maximal effect; % is set by controls: 0 for no effect and ±100 for the full control effect; nearly all actives have a fitted effect of over 50% in size
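Rat TrxR1, dispensed at 90 nM, was prereduced with 400 uM NADPH (final) for 5 min at ~22 deg C, then incubated with compound 15 min before 400 uM selenite. A first-read NADPH fluorescence drop versus no-compound background flagged substrates.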
Numbers without * were called inactive; ? = inconclusive; . = no result given; & = joins results of further samples; [ ] = another dose, or the depositor's remark. Unless noted, calls come from the whole dose curve; as a rule, active = well fitted inhibition curve with a large enough effect; inconclusive = small, poorly fitted or top-dose-only effect; inactive = no such curve, though single readings can be large or run the other way.

no.	SMILES	TrxR1 inh	mIDH1 inhibitor	PI4K2A block	D2 ag	D2 antagonist
1	CC12CC(NC(=O)N1c1cccc(C(=O)Nc3ncn[nH]3)c1)c1ccccc1O2 (stereo not given)	4%	0%	2	0.0	2
2	Cc1cccc(Nc2cc(C)nc3nc(-c4ccccc4)nn23)c1	3%	0%	-1	1.3	.
3	CC1CCN(C(c2ccc(N(C)C)cc2)c2nnnn2Cc2ccccc2)CC1 (stereo not given)	-5%[57.1 µM]	3%	7	-0.2	1
4	CCOc1ccc(Nc2ncnc(N)n2)cc1	?	0%	-6	0.9	0
5	CC(C)(C)NC(NC(=O)Cc1ccccc1)C(Cl)(Cl)Cl (stereo not given)	1%	8%	2	.	.
6	C[C@H]1C=C(C(=O)O)O[C@@H](OCc2ccc(CO)cc2)C1	-13%	-7%[38.3 µM]	-4	.	.
7	CCOC(=O)c1c(-c2cccc([N+](=O)[O-])c2)csc1NC(=O)C1CC1	37%[57.1 µM]	1%	-3	0.0	-28
8	O=C(Nc1cccc(-c2cn3ccccc3n2)c1)c1cccs1	-9%	3%	4	-0.2	1
9	Cc1ccc(NC(=O)N2CCN(Cc3nc4ccc(C)cc4o3)CC2)c(Cl)c1	5%[57.1 µM]	0%	-2	0.6	.
10	O=C(c1ccc2c(c1)N(Cc1ccc(F)cc1)C(=O)c1ccccc1S2(=O)=O)N1CCCCC1	16%	.	-3	-0.5	.

no.	TRHR PAM	TRHR ag	USP1 inh	TrxR1 substrate
1	4	0.6	-25%	-3%
2	-3	-0.9	-12%	-4%
3	-1	1.3	-5%	8%[57.1 µM]
4	-6	-0.6	-31%	16%
5	7	-0.6	-13%	1%
6	.	.	?	-3%
7	3	-0.8	?	13%[57.1 µM]
8	0	-0.3	-8%	-4%
9	3	-1.4	-9%	2%[57.1 µM]
10	-12	2.1	?	-1%

The list goes on (four carried over from the part before).
no.	SMILES	TrxR1 inh	mIDH1 inhibitor	PI4K2A block	D2 ag	D2 antagonist
7	CCOC(=O)c1c(-c2cccc([N+](=O)[O-])c2)csc1NC(=O)C1CC1	37%[57.1 µM]	1%	-3	0.0	-28
8	O=C(Nc1cccc(-c2cn3ccccc3n2)c1)c1cccs1	-9%	3%	4	-0.2	1
9	Cc1ccc(NC(=O)N2CCN(Cc3nc4ccc(C)cc4o3)CC2)c(Cl)c1	5%[57.1 µM]	0%	-2	0.6	.
10	O=C(c1ccc2c(c1)N(Cc1ccc(F)cc1)C(=O)c1ccccc1S2(=O)=O)N1CCCCC1	16%	.	-3	-0.5	.
11	Cc1ccccc1C(=O)Nc1ccc(-c2nnc(SC(C)C(=O)O)n2C)cc1 (stereo not given)	24%[57.1 µM]	6%	-6	-0.5	-11
12	CN(C)C(=O)CCc1ccc2c3c([nH]c2c1)[C@]1(CCC2CCCC2)[C@@H](C(=O)N2CCOCC2)C[C@H](CC(=O)NCCN2CCOCC2)C(=O)N1CC3	14%	-2%[38.3 µM]	-2	.	.
13	COc1ccc(-c2noc(CCCOc3ccccc3)n2)cc1OC	6%[57.1 µM]	9%	-5	0.4	1
14	O=C(NC1=NCCS1)C1CC(=O)N(c2ccc(Cl)cc2)C1 (stereo not given)	20%	3%	0	3.7	1
15	CCN1CCN(C(=O)C(C)N(c2ccc(C)cc2)S(C)(=O)=O)CC1 (stereo not given)	3%[57.1 µM]	8%	5	0.4	3
16	CCc1nnc(NC(=O)CSc2nnc(CNc3ccc(C)cc3)n2C)s1	24%	6%	2	0.2	3
17	Cc1cccc(C(=O)Nc2cc3nn(-c4ccc(C(C)C)cc4)nc3cc2C)c1	40%[activator]	-6%	-2	-0.6	.
18	OCCSc1nc(-c2ccccc2)nc2ccc(F)cc12	7%	0%	3	0.7	-6
19	CC1CCCC(NC(=O)CCCn2c(=O)[nH]c3cc(Cl)ccc3c2=O)C1C (stereo not given)	-8%	2%	14	0.5	13
20	CC1CCN(CC(C)OC(=O)c2ccc3c(c2)OCCO3)CC1 (stereo not given)	12%	12%	-3	-0.9	14

no.	TRHR PAM	TRHR ag	USP1 inh	TrxR1 substrate
7	3	-0.8	?	13%[57.1 µM]
8	0	-0.3	-8%	-4%
9	3	-1.4	-9%	2%[57.1 µM]
10	-12	2.1	?	-1%
11	9	-2.9	-22%	8%[57.1 µM]
12	.	.	-5%	-2%
13	-7	-0.6	-16%	-6%[57.1 µM]
14	-1	-0.4	-22%	7%
15	1	0.2	-15%	-11%[57.1 µM]
16	8	0.2	-1%	-1%
17	2	-0.1	-20%	20%
18	-5	0.8	-22%	-3%
19	4	-0.8	-16%	-2%
20	4	0.5	-24%	0%

The results go on.
no.	SMILES	TrxR1 inh	mIDH1 inhibitor	PI4K2A block	D2 ag	D2 antagonist
21	CCCc1[nH]n(-c2ccc([N+](=O)[O-])cc2)c(=O)c1C(C)=NCc1ccncc1	-8%	-2%	-2	0.5	0
22	CCOC(=O)c1c(C)[nH]c(C(=O)COc2ccc3ccc(=O)oc3c2)c1C	-3%	-15%	2	.	.
23	Cn1cc(Br)c(C(=O)Nc2sc3c(c2C#N)CCC3)n1	21%[57.1 µM]	23%	2	1.0	6
24	Nc1ncnc(Nc2ccccc2Oc2ccccc2)n1	3%[11.4 µM]	5%	-5	.	.
25	Cc1ccc(CN(Cc2ccco2)C(=O)c2oc3cc(Br)ccc3c2C)cc1	14%	5%	5	1.4	.
26	O=C(NC1=C(Nc2ccc(Cl)cc2)C(=O)c2ccccc2C1=O)c1ccccc1	?	8%	-14	-1.4	7
27	CN(C(=O)c1ccc(NC(=O)Cc2ccc(NC(=O)C3CCN(C(=O)C4CCCC4)CC3)cc2)cc1)C1CCCC1	10%	-2%	-2	.	.
28	COc1ccc(CCCc2n[nH]c(=S)o2)cc1C	-18%	5%	-3	-0.2	16
29	O=S(=O)(Nc1ccc(Cl)cn1)c1ccc2c(c1)OCCO2	-2%	-1%	1	-1.4	-1
30	CCCC(CCC(=O)Nc1ccc(C(=O)OCC)cc1)C(=O)O (stereo not given)	34%[activator][57.1 µM]	6%	11	0.6	-9

no.	TRHR PAM	TRHR ag	USP1 inh	TrxR1 substrate
21	-2	0.2	-17%	-10%
22	.	.	-21%	21%
23	4	1.4	-11%	17%[57.1 µM]
24	.	.	-10%	5%[11.4 µM]
25	-1	2.6	-15%	8%
26	-4	-0.3	?	-6%
27	.	.	-31%	0%
28	1	0.0	-13%	-1%
29	3	0.0	-13%	-2%
30	-5	0.0	-12%	5%[57.1 µM]

(list continues)
no.	SMILES	TrxR1 inh	mIDH1 inhibitor	PI4K2A block	D2 ag	D2 antagonist
31	C=C[C@H](CC(C)C)N(Cc1ccccc1)S(=O)(=O)N(Cc1ccccc1)[C@@H](C=C)CC(C)C	-7%[2.29 µM]	2%[38.3 µM]	1	.	.
32	COc1cc(Oc2ccccc2)nc(N)n1	6%	5%	6	.	.
33	Cc1ccc(NC(=O)C2CCCN2C(=O)Oc2ccccc2)cc1 (stereo not given)	11%	0%	-1	-0.1	-11
34	CCCCN(C(=O)c1ccc(Cl)c(S(=O)(=O)N2CCOCC2)c1)c1c(N)n(CCC)c(=O)[nH]c1=O	28%	0%	5	0.4	1

no.	TRHR PAM	TRHR ag	USP1 inh	TrxR1 substrate
31	.	.	-5%	-9%&6%
32	.	.	-4%	-4%
33	6	0.3	10%	2%[57.1 µM]
34	12	0.2	-15%	3%

Whole records from above.
C[C@H]1C=C(C(=O)O)O[C@@H](OCc2ccc(CO)cc2)C1 reads TrxR1 inh: -13%; mIDH1 inhibitor: -7%[38.3 µM]; PI4K2A block: -4; D2 ag: .; D2 antagonist: .; TRHR PAM: .; TRHR ag: .; USP1 inh: ?; TrxR1 substrate: -3%
CC1CCCC(NC(=O)CCCn2c(=O)[nH]c3cc(Cl)ccc3c2=O)C1C (stereo not given) reads TrxR1 inh: -8%; mIDH1 inhibitor: 2%; PI4K2A block: 14; D2 ag: 0.5; D2 antagonist: 13; TRHR PAM: 4; TRHR ag: -0.8; USP1 inh: -16%; TrxR1 substrate: -2%
